Source: PubChem
UTI89 phage lysis = protection from phage-mediated lysis, alamar blue read-out – E. coli UTI89, K1F phage, bacterial capsule biogenesis inhibitors (AID 488966); E. coli UTI89 K1F phage lysis, alamar blue, 2 h; higher % means a stronger effect; one-dose inhibition, % at 100 µM; IC50 in µM for titrated hits; hit rate 0.02% among 340,000;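 active = phage lysis inhibition, versus mean bacterial control, above a set limit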;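 note: capsule biogenesis inhibitors block K1F phage lysis so surviving cells raise fluorescence; higher fluorescence means more inhibition of phage lysis; actives were called in the ten point dose series up to 300 µM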
* hit, by the source's call; i = inactive; [ ] = remark or other dose. Not all compounds are listed, so the mix of outcomes need not match the whole.

The first 7 records as a preview:
SMILES	UTI89 phage lysis
CC(=O)N1c2ccc(S(=O)(=O)N3CCCC3)cc2CC1C(=O)NCc1cccc(F)c1 (stereo not given)	0.3%
CCC(C)[C@H](N)C(=O)NC[C@H]1CC[C@H](C(=O)N[C@@H](Cc2ccccc2)C(=O)O)CC1 (stereo not given in full)	0.5%[50 µM]
COc1ccc(NS(=O)(=O)c2ccc3c(c2)CCCN3C(C)=O)cc1	-0.1%
O=C(CN1CCCC1c1ccc2c(c1)OCCO2)NC(=O)Nc1ccccc1F (stereo not given)	1.1%[50 µM]
COC(=O)c1nc(NNC(=O)c2ccccc2)sc1-c1ccccc1	0.0%
O=C1COc2ccccc2N1Cc1ccc(Cl)cc1	-0.1%
COc1ccc(CC(=O)N/N=C/c2cc(Br)cs2)cc1OC	0.0%

The listing, repeating the preview:
SMILES	UTI89 phage lysis
CC(=O)N1c2ccc(S(=O)(=O)N3CCCC3)cc2CC1C(=O)NCc1cccc(F)c1 (stereo not given)	0.3%
CCC(C)[C@H](N)C(=O)NC[C@H]1CC[C@H](C(=O)N[C@@H](Cc2ccccc2)C(=O)O)CC1 (stereo not given in full)	0.5%[50 µM]
COc1ccc(NS(=O)(=O)c2ccc3c(c2)CCCN3C(C)=O)cc1	-0.1%
O=C(CN1CCCC1c1ccc2c(c1)OCCO2)NC(=O)Nc1ccccc1F (stereo not given)	1.1%[50 µM]
COC(=O)c1nc(NNC(=O)c2ccccc2)sc1-c1ccccc1	0.0%
O=C1COc2ccccc2N1Cc1ccc(Cl)cc1	-0.1%
COc1ccc(CC(=O)N/N=C/c2cc(Br)cs2)cc1OC	0.0%
CCN1c2ccccc2S(=O)(=O)c2ccccc21	0.2%
COCC1CCCN(C(=O)c2ccc3nc(Cc4cccc(Cl)c4)oc3c2)C1 (stereo not given)	-0.2%
COc1ccc(N2CC(C(=O)NNC(=O)c3ccc(Br)cc3)CC2=O)c(OC)c1 (stereo not given)	1.1%[50 µM]
COc1ccc(Cc2cc(NCc3ccccc3)c3ncn(C(C)C)c3c2)cc1	-0.6%
Cc1ccc(CC(=O)Nc2ccc(S(=O)(=O)Nc3ncccn3)cc2)cc1	2.1%
O=C1OC(c2ccc(Cl)cc2)=C/C1=C/c1cccnc1	0.1%
COc1ccc(NC(=O)CN2C(=O)/C(=C3\SC(=S)N(CCC(=O)O)C3=O)c3ccccc32)cc1	1.3%[50 µM]
O=C(COC(=O)COc1ccccc1)NC1CCCC1	0.4%[50 µM]
Cn1cccc1C1CCCN1CC(=O)Nc1c(Cl)cc(Cl)cc1Cl (stereo not given)	-0.2%
COc1ccc(Cl)cc1C(=O)O/N=C(\N)c1ccccn1	1.1%
COc1ccc(N2CCN(Cc3cc(=O)c(OCC(=O)Nc4ccccc4)co3)CC2)cc1	0.7%[50 µM]
CCN(CC)CCn1c2c(c(SCC(=O)Nc3ccc4c(c3)OCO4)nc1=O)CCC2	0.9%[50 µM]
COc1ccc(CCNC(=O)C(=O)NCC2OCCN2S(=O)(=O)c2ccc(OC)cc2)cc1 (stereo not given)	4.2%
O=C(/C=C/c1ccc([N+](=O)[O-])s1)N1CCN(c2ccccc2)CC1	-0.1%
O=C(Nc1ccnn1C1CCN(C/C=C/c2ccccc2)CC1)c1cccc(F)c1	0.3%
Cc1ccccc1C(=O)N1CCN(c2ccc(NC(=O)c3cccs3)cc2)CC1	-0.2%[50 µM]
Cc1ccccc1OCC(=O)Nc1ccc2c(c1)ncn2C	1.9%[50 µM]
COc1cccc(NC(=O)C2CCC(CNC(=O)[C@@H]3Cc4ccccc4CN3)CC2)c1 (stereo not given in full)	0.7%
CC(=NNC(=O)CCC(=O)Nc1ccccc1Cl)c1ccco1	-1.5%
CCCCCC(=O)Nc1ccc(C(=O)COC(=O)CN2C(=O)NC3(CCCC3)C2=O)cc1	0.9%[50 µM]
CC(C)C[C@H](NC(=O)[C@H](Cc1ccccc1)n1c(=O)[nH]c2ccccc2c1=O)C(=O)N1CCC[C@H]1C(=O)O	1.9%
CCOc1ccccc1/C=C(\C(=O)O)c1ccc(S(=O)(=O)N2CCCCC2)s1	-0.4%[50 µM]
S=C(NCc1ccncc1)Nc1ccc(Br)cc1	0.2%
Cc1ccc(Sc2ncccc2C(=O)NCc2cc([N+](=O)[O-])ccc2O)cc1C	i
Cc1ccc2[nH]c(CSc3ccccc3)cc(=O)c2c1	0.1%
CCOC(=O)c1sc(NC(=O)CN2C(=O)NC3(CCC(C)CC3)C2=O)c(C(=O)OCC)c1C (stereo not given)	0.7%[50 µM]
NC(=O)C1CCN(CC(=O)Nc2nccs2)CC1	0.4%
Cc1ccc(C(=O)N/C(=C\c2ccco2)C(=O)NCCN2CCOCC2)cc1	0.0%
O=C(NCc1ccccn1)C1Nc2ccc(C(F)(F)F)cc2C2C=CCC12 (stereo not given)	-0.8%
Cc1ccc(C(=O)CCC(=O)NC2=NCCS2)cc1	-0.5%[50 µM]
Cc1csc(NC(=O)c2oc3ccccc3c2C)n1	0.8%[50 µM]
C=C(C)CN(CC)C(=O)CN1C(=O)NC2(CCc3ccccc32)C1=O (stereo not given)	0.3%
CC(C)OCCOc1ccc2oc(-c3ccco3)cc(=O)c2c1	0.9%
O=C(COc1ccc(Cl)cc1)Nc1ccc2c(c1)C(=O)NC2=O	1.7%[50 µM]
COc1ccc(NC(=O)N(C)C[C@H]2Oc3c(NC(=O)Nc4c(C)noc4C)cccc3C(=O)N([C@H](C)CO)C[C@@H]2C)cc1	0.0%
COc1ccc(/C=C2\SC(=S)N(CCCC(=O)N3CCN(C)CC3)C2=O)cc1OC	0.0%
CCCCN1CCC(CN2C(=O)C(=O)NC[C@@H]2Cc2ccccc2)CC1	0.0%
COc1ccc(N2CCN(C(=O)c3ccccc3NS(=O)(=O)c3ccc(C)cc3)CC2)cc1	1.7%
Cc1ccc(C(=O)NNC(=O)c2ccncc2)cc1C	-2.1%
Cc1cc(C(=O)O)ccc1[N+](=O)[O-]	-0.6%
CCC(C)(C)NC(=O)C(c1ccc(OC)cc1)N(Cc1ccccc1)C(=O)CCC(=O)Nc1cc(C)on1 (stereo not given)	0.0%
CCn1cc(/C=C(\NC(=O)c2ccccc2Cl)C(=O)NCCN2CCOCC2)c2ccccc21	0.3%
O=C(NCCc1ccccc1)C(=O)c1c[nH]c2ccccc12	0.6%
Later entries
SMILES	UTI89 phage lysis
COc1ccc(C(=O)N2CCNC(=O)C2CC(=O)Nc2cc(Cl)ccc2OC)cc1 (stereo not given)	-0.1%
O=C(O)c1ccccc1NS(=O)(=O)c1ccc(N/N=C/c2ccc(O)c(O)c2)c([N+](=O)[O-])c1	-0.6%[50 µM]
COc1ccc(NC(=O)C2CCN(S(=O)(=O)c3ccccc3)CC2)cc1	-0.1%
NC(=O)c1ncn([C@@H]2O[C@H](CNCc3ccccc3C#Cc3ccccc3)[C@@H](O)[C@H]2O)n1	0.1%
Cc1ccc(OCC(=O)NCCNC(=O)c2cccnc2)cc1C	0.5%
CCN(CC)CCN(C(=O)c1ccc(S(=O)(=O)N(CC)c2ccccc2)cc1)c1nc2c(OC)ccc(OC)c2s1	0.1%
O=C(C=Cc1ccccc1)c1ccc([N+](=O)[O-])cc1	-4.3%
CC(OC(=O)CC1CCCC1)C(=O)Nc1ccc(S(N)(=O)=O)cc1 (stereo not given)	0.9%[50 µM]
COc1ccccc1N1CCN(S(=O)(=O)CCNC(=O)CC2CCCCC2)CC1	1.3%[50 µM]
N=C(N)SCCc1cccc(CCSC(=N)N)c1	114µM*
CCN(CC)CCN1C(=O)C(=O)/C(=C(/O)c2ccc(S(=O)(=O)N3CCOCC3)cc2)C1c1ccccc1 (stereo not given)	0.4%
C=CCn1c(NCc2ccc(OC)cc2O)nc2ccccc21	0.9%
CCc1cc(=O)oc2cc(C)cc(OCC(=O)N3CCC(C(=O)NC(C)C)(c4ccccc4)CC3)c12	0.0%
CCN(CC(=O)Nc1ccccc1C(F)(F)F)C(=O)CCOc1ccccc1C	0.2%[50 µM]
Cc1ncc[nH]1	-1.2%
CC(Oc1ccc2c(c1)oc(=O)c1ccccc12)C(=O)NC(Cc1c[nH]c2ccc(O)cc12)C(=O)O (stereo not given)	4.7%
CCOc1ccc(S(=O)(=O)N(C)CC(=O)NCc2ccccn2)cc1Cl	-0.2%
CCCc1cc(C(=O)Nc2cc(Cl)ccc2O)no1	0.2%
CCN(CC(=O)Nc1ccc2c(c1)OCCO2)C(=O)c1cc(Cl)nc2ccccc12	0.1%[50 µM]
COc1cccc2c1cc1c(=O)n(CC(=O)NCc3ccccn3)nc(C)n12	3.0%
CCN(CC(=O)Nc1ccc(OC)cc1)C(=O)c1ccc(N2CCCC2=O)cc1	0.3%[50 µM]
O=C1[C@H]2[C@@H](c3ccc(F)cc3)N3C(=O)N(c4ccc(C(F)(F)F)cc4)C(=O)[C@@]3(Cc3ccccc3)[C@H]2C(=O)N1C1CCCCC1	0.8%
COc1cccc(/C=C/C(=O)OCCN2C(=O)c3ccccc3C2=O)c1	-0.1%
O=C(CSc1nnc(NC(=O)c2ccccc2F)s1)NC1CCCC1	0.5%
COCCCNC(=S)NNC(=O)c1cc(-c2ccncc2)nc2ccccc12	-0.6%[50 µM]
CC(=O)Nc1ccc(Nc2nc3ccccc3n3cnnc23)cc1	-0.2%
COc1cc2c(cc1OC)CN(C(=O)c1ccncc1)CC2	0.4%
Cc1cccc(C)c1NC(=O)CNC(=O)CNC(=O)c1ccc2c(c1)OCO2	1.1%[50 µM]
O=C(COC(=O)c1ccc([N+](=O)[O-])o1)Nc1ccc2c(c1)OCO2	-7.3%
Clc1ccc(OCCCN2CCc3ccccc3C2)c(Br)c1	0.2%
CCC1(C)NC(=O)N(CC(=O)c2cc(C)n(C3CC3)c2C)C1=O (stereo not given)	-1.1%
O=C1N=C(N2CCOCC2)SC1=Cc1ccco1	-2.9%
O=C1CN(S(=O)(=O)c2cc(C(=O)O)ccc2Cl)c2ccccc2N1	0.1%
CCOc1ccc(NS(=O)(=O)c2ccc(-c3ccc(=O)[nH]n3)o2)cc1	0.2%
O=C(COc1ccccc1F)Nc1ccc2[nH]c(=O)[nH]c2c1	0.6%[50 µM]
CS(=O)(=O)c1ccc(Cl)c(NC(=O)CSc2nnc(-c3cccs3)n2N)c1	0.5%[50 µM]
Cc1ccc(CN(C)C(=O)CN2C(=O)NC3(CCCC3)C2=O)o1	0.6%[50 µM]
S=C(NCCc1ccccc1)NCCN1CCOCC1	-0.6%
COc1cccc(NC(=O)CN(C)C(=O)c2cccc(S(=O)(=O)N3CCN(c4ccc(F)cc4)CC3)c2)c1	0.4%[50 µM]
COc1cc(/C=N/NC(=O)c2ccc(NC(=O)C3CCCCC3)cc2)ccc1O	0.3%

Reformatted in markdown: entries from further up.
| Compound | UTI89 phage lysis |
| --- | --- |
| O=C1N=C(N2CCOCC2)SC1=Cc1ccco1 | -2.9% |
| O=C1CN(S(=O)(=O)c2cc(C(=O)O)ccc2Cl)c2ccccc2N1 | 0.1% |
| CCOc1ccc(NS(=O)(=O)c2ccc(-c3ccc(=O)[nH]n3)o2)cc1 | 0.2% |
| O=C(COc1ccccc1F)Nc1ccc2[nH]c(=O)[nH]c2c1 | 0.6%[50 µM] |
| CS(=O)(=O)c1ccc(Cl)c(NC(=O)CSc2nnc(-c3cccs3)n2N)c1 | 0.5%[50 µM] |

The list continues:
SMILES	UTI89 phage lysis
CCCn1c(N)c(C(=O)CSc2ncn[nH]2)c(=O)n(C)c1=O	0.7%[50 µM]
Cc1cccc(OCc2nc3ccccc3n2C)c1	-1.6%
N#Cc1ccc(C(=O)Nc2cccc(S(=O)(=O)NC3=NCCC3)c2)cc1	0.5%[50 µM]
CC(C)=CCC[C@](C)(O)C1CC[C@]2(C)C1[C@H](O)CC1[C@@]3(C)CC[C@H](O[C@@H]4O[C@H](CO)[C@@H](O)[C@H](O)[C@H]4O[C@@H]4O[C@H](CO)[C@@H](O)[C@H](O)[C@H]4O)C(C)(C)C3CC[C@]12C (stereo not given in full)	2.0%
O=C(NC1CCS(=O)(=O)C1)c1cccc(Br)c1 (stereo not given)	0.0%[50 µM]
Cc1ccc(-c2cc(C(=O)N3CCCC(C(F)(F)F)C3)c3ccccc3n2)o1 (stereo not given)	0.1%[50 µM]
COc1ccccc1CCNC(=O)CNC(=O)Cc1cccc2ccccc12	1.5%
Cc1cccc(NC(=O)CN2C(=O)N/C(=C\c3ccccc3OCc3ccc(C(=O)O)cc3)C2=O)c1	0.0%
CC(C)COc1ccc(-c2nn(-c3ccccc3)cc2CO)cc1	-0.1%
O=C(c1ccc(OC2CCN(Cc3cccc(OCCO)c3)CC2)cc1)N1CCCC1	0.3%
Cc1cn(C2CCCCC2)c(=O)[nH]c1=O	-0.5%
COc1ccc(S(=O)(=O)N2CCOC23CCN(S(=O)(=O)c2ccc(Cl)cc2)CC3)cc1	0.7%[50 µM]
CCCN(CC(=O)Nc1ccccc1OC)Cc1c(O)ccc2ccccc12	0.0%
COc1ccc(S(=O)(=O)Nc2ccc(Oc3ccsc3C(=O)O)cc2)cc1	0.3%
CN1CCN(C(=O)c2cnn(-c3ccccc3)c2NC(=O)c2ccc(Br)cc2)CC1	-0.9%[50 µM]
COC(=O)c1cnc(N)s1	0.0%
CC(C)CN(C(=O)COc1ccc([N+](=O)[O-])cc1)c1c(N)n(CC(C)C)c(=O)[nH]c1=O	-0.2%[50 µM]
COc1cccc(C(=O)NNC(=O)c2cccnc2)c1	0.1%
CSCCC1NC(=S)N(Cc2ccccc2)C1=O (stereo not given)	1.7%
COc1ccc(S(=O)(=O)N2CCCOC2CNC(=O)C(=O)NCc2ccccc2F)cc1C (stereo not given)	-0.5%[50 µM]
COc1ccc(S(=O)(=O)N2CCOCC2)cc1NC(=O)CN1C(=O)CN(C)C1=O	1.6%[50 µM]
